PKA-R1A act – activators of PKA-R1A holoenzyme, primary screen, biochemical, fluorescence polarization, Cy5-IP20, bovine R1A, mouse PKAc; cAMP-dependent protein kinase type I-alpha regulatory subunit (Bos taurus) + …; PKA-R1A dissociation; scaled: DMSO 0%, 113 µM cGMP 100%; activation, % at 11.4 µM; 340,000 compounds, 0.083% hits; AID 504707, 2011;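 active = percent activation above the mean of all tested compounds plus 3 SD, cut at about 19% in these data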;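 also: higher means more PKAc released from R1A so a rise in polarization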
PKA-R2B activ – activators of PKA-R2B holoenzyme, primary screen, biochemical, fluorescence polarization, Cy5-IP20, human; cAMP-dependent protein kinase catalytic subunit beta (Homo sapiens) + cAMP-dependent …; activation, % at 11.4 µM; PKA-R2B holoenzyme dissociation; R2B truncated from residue 108, S112A mutant; 0% DMSO only, 100% 113 µM cGMP; 340,000 compounds, 0.079% hits;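 active = activation above a cutoff set at the mean over all compounds plus 3 SD, cut at about 18% in these data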;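 also: higher means more holoenzyme dissociation and a rise in polarization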
Target sequence (P31323 whole entry, looked up, other chains not shown, the tested form may be a part): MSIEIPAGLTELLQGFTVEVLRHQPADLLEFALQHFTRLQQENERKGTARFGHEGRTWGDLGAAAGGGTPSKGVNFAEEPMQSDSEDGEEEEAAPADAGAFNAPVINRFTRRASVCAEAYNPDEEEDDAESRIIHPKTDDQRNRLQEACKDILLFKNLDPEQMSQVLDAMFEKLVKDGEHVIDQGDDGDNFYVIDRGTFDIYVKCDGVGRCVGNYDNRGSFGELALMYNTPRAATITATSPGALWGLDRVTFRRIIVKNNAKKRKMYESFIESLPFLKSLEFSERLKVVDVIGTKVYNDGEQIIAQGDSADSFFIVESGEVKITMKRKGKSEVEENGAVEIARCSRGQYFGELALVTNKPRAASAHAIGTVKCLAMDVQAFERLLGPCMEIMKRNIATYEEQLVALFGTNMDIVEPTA
Tat export inh – E. coli Tat export inhibitors, primary screen, MC4100, TorA-mCherry reporter, fluorescence, single point | 340,000 compounds, 0.036% hits | inhibition, % at 10 µM;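 active = mean replicate inhibition at least 50% and at least half of replicates individually reaching 50%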;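 also: exported cargo escapes ClpAP degradation while cytoplasmic cargo is degraded and loses fluorescence; 0% = median of neutral control wells and 100% = median of NaSCN control wells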
PfHsp90 set2 – growth inhibition of PfHsp90-expressing yeast, primary screen, antimalarial PfHsp90 inhibitor project, S. cerevisiae, BacTiter-Glo luminescence, single point, set 2. AID 504621, 2011. inhibition, % at 9.4 µM. BacTiter-Glo ATP, 48 h; yeast lacking PDR1 and PDR3 efflux regulators. 310,000 compounds, 0.32% hits;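 active = every replicate shows inhibition above about 80%, whatever the replicate mean, limit read from the data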;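 also: 0% = DMSO neutral controls and 100% = 20 µM radicicol positive controls; yeast relying on Plasmodium falciparum Hsp90 in place of its own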
MOR-DOR ag – agonists of OPRM1-OPRD1 heterodimerization, primary screen, cell-based, luminescence | activation, % at 9.3 µM | cells | Mu-type opioid receptor (Homo sapiens) + Delta-type opioid receptor (Homo sapiens), … | 340,000 compounds, 0.3% hits; in the data active = activation above about 18%;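 also: 0% = vehicle-treated cells and 100% = reference agonist; values of inactives mirror those of a sister screen read the other way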
HTR5A inv ctr – HTR5A inverse agonists in luminescence cell assay, primary screen, counter-screen for OPRM1-OPRD1 heterodimer inverse agonist project, full-deck HTS; HTR5A cell line, inverse agonism; 340,000 compounds, 0.083% hits; 5-hydroxytryptamine receptor 5A (Homo sapiens), P47898; inhibition, % at 9.3 µM; AID 504634, 2011; in the data active = inhibition mostly above about 23%, no sharp cut-off; inactive = mostly below about 18%;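 also: 0% = cells with DMSO and 100% = no-cell wells with DMSO; some compounds called inactive have numbers as strong as hits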
Target sequence (P47898 whole entry, looked up): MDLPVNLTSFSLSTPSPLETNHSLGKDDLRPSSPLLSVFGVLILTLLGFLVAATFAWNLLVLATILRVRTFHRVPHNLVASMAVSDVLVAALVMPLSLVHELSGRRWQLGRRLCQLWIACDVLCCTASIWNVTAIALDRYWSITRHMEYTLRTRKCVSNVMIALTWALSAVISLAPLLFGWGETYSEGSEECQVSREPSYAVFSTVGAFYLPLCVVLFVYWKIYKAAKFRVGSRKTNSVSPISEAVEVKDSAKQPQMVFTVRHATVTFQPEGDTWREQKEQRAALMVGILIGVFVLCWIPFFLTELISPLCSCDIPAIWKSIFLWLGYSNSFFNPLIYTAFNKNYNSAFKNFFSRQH
AddAB inh – growth inhibition of E. coli expressing H. pylori AddAB, primary screen, AddAB inhibitor project, absorbance | 330,000 compounds, 0.29% hits | inhibition, % at 11.9 µM | AID 435030, 2010; in the data active = inhibition above about 12%;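 also: 0% = vehicle wells of infected cells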
phage Ecoli inh – growth loss of phage-infected E. coli, primary screen, RecBCD inhibitor project, absorbance, with phage, HTS | inhibition, % at 11.9 µM | 360,000 compounds, 0.26% hits; in the data active = inhibition above about 11%
Mot1-301 SUMO – yeast Mot1-301 growth rescue at high temperature, primary screen, SUMOylation pathway inhibitor project, S. cerevisiae, ATP luminescence, 38.5C; S. cerevisiae Mot1-301 growth rescue; percent above DMSO median, 100 means doubled; growth rescue, % at 18.8 µM; 320,000 compounds, 1% hits; AID 2716, 2010;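 active = every valid replicate shows activation above 250% relative to neutral control wells; inactive = the rest, any valid replicate at or below 250%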;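 also: OY570 slx delta 5 strain wells were the positive control but not used for scaling; some compounds called inactive have numbers as strong as hits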
E coli growth – E. coli V3065 growth inhibition, primary screen, counter-screen for AddAB inhibitor project, absorbance, OD600; inhibition, % at 11.9 µM; 18 h; AID 449728, 2010; 330,000 compounds, 0.27% hits;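 active = inhibition above the campaign's mean inhibition across all tested compounds plus 3 SD, cut at about 9.9% in these data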;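 also: uninfected addAB+ strain grown without phage in ampicillin broth; 0% = DMSO wells and 100% = ciprofloxacin 0.95 µg/ml wells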
OPRM1-OPRD1 inv – inverse agonists of MOR-DOR heterodimerization, primary screen, cell-based, luminescence; 340,000 compounds, 0.21% hits; cell-based MOR-DOR heterodimer luminescence, inverse agonism; Mu-type opioid receptor (Homo sapiens) + Delta-type opioid receptor (Homo sapiens), …; inhibition, % at 9.3 µM; in the data active = inhibition above about 22%, passing the limit was not always enough;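 also: 0% = cells with DMSO and 100% = wells without cells with DMSO; values of inactives mirror those of a sister screen read the other way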
Active calls of the source: *; x = no result given. Outcome played no part in choosing rows. Share with any hit: about 2.2%.

Compound	PKA-R1A act	PKA-R2B activ	Tat export inh	PfHsp90 set2	MOR-DOR ag	HTR5A inv ctr	AddAB inh	phage Ecoli inh	Mot1-301 SUMO	E coli growth	OPRM1-OPRD1 inv
CCOC(=O)C1(CCC(=O)OCc2ccccc2)CCCCC1=O (stereo unspecified)	-1	-4	-8	x	-2.1	-17	x	3.0	x	x	11
Cc1cccc(C)c1OCc1cc(C(=O)NC2CCC(O)CC2)no1 (stereo unspecified)	-7	6	3	-8	-2.4	-1	-1.2	1.4	2	0.7	13
O=C(NNS(=O)(=O)c1ccccc1[N+](=O)[O-])c1cc2ccccc2cc1O	12	-7	-10	7	0.2	-22	3.8	0.1	40	-1.8	-1
O=C(CN1CCC(NC(=O)Nc2ccccc2)CC1)Nc1cccc([N+](=O)[O-])c1	6	5	3	-2	-1.5	4	0.1	0.9	1	-0.1	8
O=C(CCC(=O)OCC(=O)c1ccc(Br)cc1)NC1CCCCC1	-8	-7	1	6	-3.1	-11	0.6	5.2	-18	3.6	17
Cc1cc(-c2[nH]nc3c2C(c2ccc(Cl)cc2)C(C#N)=C(N)O3)c(C)s1 (stereo unspecified)	-9	-3	-4	8	1.1	-21	1.8	-0.2	76	1.4	-6
CCN(C1CCCCC1)S(=O)(=O)c1cn(C)c(=O)n(C)c1=O	-7	-9	8	-4	-0.1	22	0.8	2.0	-7	2.2	1
COCCNC(=O)CN(C(=O)c1ccc(N2CCCC2)nc1)c1ccc(F)c(Cl)c1	6	-6	-2	-16	-2.0	0	x	4.1	-9	x	10
Cc1ccc(S(=O)(=O)/C(=C\N(C)C)c2cnc(Cl)s2)cc1	-5	-5	-9	16	-1.9	-10	5.6	3.6	1	0.6	9
Cc1ccc(CNc2nnnn2C)cc1	8	2	1	8	-3.2	0	-0.5	2.9	2	1.3	15
Cc1c(C(=O)NNC(=S)Nc2cccc(Cl)c2)nnn1-c1ccccc1	13	-2	-9	8	-3.6	1	-1.3	0.7	15	-2.3	22
COc1ccc(CN2CN(c3ccc(Cl)cc3)C(=O)N(n3cnnc3)C2)cc1	0	-1	-1	x	-1.9	-5	1.1	3.1	0	0.7	10
Cc1cc(C(=O)NNC(=S)NC(C)c2ccccc2)c2ccccc2n1 (stereo unspecified)	11	-2	-6	-27	-6.4	-12	2.7	1.3	x	3.6	34*
CCc1cc2c(SCC(=O)C(C#N)=C3N(C)c4ccccc4N3C)ncnc2s1	-2	-4	-9	6	-3.1	-19	2.5	1.8	530	-0.8	13
O=C(O)C1CCN(S(=O)(=O)c2ccc(Cl)s2)CC1	15	1	-5	-22	-1.6	6	-0.7	2.1	6	1.5	8
COc1ccc(OC)c(CNc2ncc(-c3cccc([N+](=O)[O-])c3)n2C)c1	-5	-6	-2	10	-1.5	-1	2.5	-1.9	-10	-0.9	8
Cc1cc(C)c2c3c(sc2n1)C(c1cccc(F)c1)C(C#N)=C(N)O3 (stereo unspecified)	-3	1	-2	-60	3.4	-6	-2.7	2.5	-7	-4.2	-18
CC(C(=O)Nc1ccccc1C#N)N1C(=O)NC2(CCCCCC2)C1=O (stereo unspecified)	-8	-4	-5	7	0.7	-8	x	3.4	x	x	-5
C/C=C/c1ccc(OCC(=O)Nc2ccc(C(N)=O)cc2)c(OC)c1	-19	0	1	-1	-2.6	15	0.2	2.4	2	-1.0	13
Cc1ccc2cccc(NC(=S)NC(=O)c3c(Br)cnn3C)c2n1	0	4	9	-7	-2.4	-13	0.4	1.0	230	-6.2	15
COc1ccccc1OCc1nc2ccccc2n1C	0	1	-5	-8	0.5	-13	-2.1	2.3	-3	-1.6	-3
CCCN1C(=O)C(O)(c2c(C)[nH]c3ccccc23)c2ccccc21 (stereo unspecified)	2	-9	0	19	-2.4	-19	-0.1	2.7	-10	0.1	12
CCOC(=O)c1[nH]c2ccccc2c1NC(=O)c1ccco1	-7	-10	-7	5	-1.5	-23	1.0	0.7	116	1.6	10
O=C(CSc1nnc(NC(=O)Cc2ccc(F)cc2)s1)NCc1ccco1	-2	3	2	x	0.3	5	-0.1	2.1	x	1.3	-2
COc1ccc(NC(=O)C2CCN(S(=O)(=O)c3c(C)noc3C)CC2)cc1	-6	0	20	20	-2.6	14	1.9	2.4	-3	0.3	13
COc1cc(OC)cc(C(=O)NNC(=O)CCC2CCCC2)c1	3	4	-7	-22	-2.0	-14	1.7	2.7	5	0.6	8
O=C(CC(c1ccccc1)c1ccco1)N1CCOCC1 (stereo unspecified)	11	-3	3	5	-2.8	-6	-0.5	-3.1	x	-1.2	16
O=c1cc(O)c2ccccc2n1Cc1ccccc1	10	-3	2	-2	-1.1	-2	1.4	-4.7	-8	1.3	6
O=C(O)c1cncc(SCc2ccccc2)n1	-4	6	0	6	-2.4	4	2.9	4.7	10	1.8	12
COc1ccc(NC(=O)/C(C#N)=C\c2ccc(-c3cccc(C(=O)O)c3C)o2)cc1	-3	-3	-6	-9	-2.0	3	-1.1	-0.1	19	-0.3	11

Remaining list, next part.
Values run as follows: PKA-R1A act	PKA-R2B activ	Tat export inh	PfHsp90 set2	MOR-DOR ag	HTR5A inv ctr	AddAB inh	phage Ecoli inh	Mot1-301 SUMO	E coli growth	OPRM1-OPRD1 inv
> CCOc1ccccc1NS(=O)(=O)c1ccc2c(c1)n(C)c(=O)c(=O)n2C
 : 2	-6	1	27	-2.5	-1	3.7	2.3	14	1.6	14
> CC(NC(=O)c1ccc2c(c1)OCO2)C1CCCO1 (stereo unspecified)
 : 9	-3	9	11	0.3	-14	0.8	2.1	5	-0.8	-2
> COc1ccc(C(c2oc(CO)cc(=O)c2O)c2oc(CO)cc(=O)c2O)cc1
 : -11	-10	-9	2	-0.3	11	1.2	4.7	-7	3.5	1
> CCCCC(=O)Nc1c(O)c2ccccc2[nH]c1=O
 : 7	9	1	-1	-0.8	-26	-0.3	0.6	-6	-0.4	4
> O=C(CNS(=O)(=O)c1ccccc1)N1CCN(Cc2ccccc2)CC1
 : -10	3	1	1	-3.3	-31	3.0	0.1	-14	-1.3	17
> Cc1ccccc1CNC(=O)c1cc(COc2ccc(F)cc2F)on1
 : -5	-3	1	5	-1.1	-11	3.3	3.6	1	3.7	6
> COc1cc(C(=O)Nc2ccc3c(c2)CCCN3C(=O)c2ccco2)c([N+](=O)[O-])cc1OC
 : -8	-8	1	x	-0.5	10	0.7	5.3	-9	2.4	3
> COC(=O)CC/C(O)=C1/C(=N)CC(C)(C)CC1=O
 : -6	7	-11	7	0.2	-9	-1.5	1.7	-18	0.1	-1
> O=C(NC1CCN(S(=O)(=O)c2ccc(F)cc2)CC1)c1cccc(F)c1
 : 2	-1	-1	4	0.1	20	1.5	4.1	9	2.5	-1
> C[C@@H]1C(=O)O[C@H]2[C@H](O)[C@@]34[C@H]5C[C@@H](C(C)(C)C)[C@]36[C@@H](OC(=O)[C@@H]6O)O[C@@]4(C(=O)O5)[C@@]12O
 : -7	-3	3	3	-2.6	5	-1.4	0.2	-13	-0.3	13
> CNC(=O)CSc1nnc(-c2ccco2)n1-c1ccccc1
 : -7	1	5	-6	-2.2	-21	2.9	0.0	3	2.2	11
> CC(C)CC(C(=O)NC(=O)NCc1ccccc1)N1C(=O)c2ccccc2C1=O (stereo unspecified)
 : -8	-18	1	-6	-4.3	-5	1.5	x	-6	1.9	20
> CC(Oc1ccc(Br)cc1)C(=O)NCC(c1ccco1)N1CCCCC1 (stereo unspecified)
 : -2	-3	-3	-6	-0.2	-1	1.6	3.3	-6	-0.3	1
> CC1CCN(CCCNC(=O)c2cc3c(Cl)nc4ccccc4c3s2)CC1
 : -4	1	5	19	1.3	3	-3.0	6.2	-5	-2.8	-9
> Cc1[nH]n(-c2ccccc2)c(=O)c1N=Nc1nccs1
 : -10	1	-8	16	-6.3	3	-4.2	-3.1	15	-5.4	32

Printed as active in OPRM1-OPRD1 inv (from the list above):
| SMILES | PKA-R1A act | PKA-R2B activ | Tat export inh | MOR-DOR ag | phage Ecoli inh | Mot1-301 SUMO | OPRM1-OPRD1 inv |
| --- | --- | --- | --- | --- | --- | --- | --- |
| Cc1cc(C(=O)NNC(=S)NC(C)c2ccccc2)c2ccccc2n1 (stereo unspecified) | 11 | -2 | -6 | -6.4 | 1.3 | x | 34* |

(cont.)
Values run as follows: PKA-R1A act	PKA-R2B activ	Tat export inh	PfHsp90 set2	MOR-DOR ag	HTR5A inv ctr	AddAB inh	phage Ecoli inh	Mot1-301 SUMO	E coli growth	OPRM1-OPRD1 inv
> Cc1cc(OCC(=O)N2CCC(C(=O)O)CC2)c2c(C)c(C)c(=O)oc2c1
 : -7	5	-1	-8	-1.9	8	2.5	3.9	-14	-4.2	9
> COc1cccc(OC)c1OCCCCCCN1CCN(C)CC1
 : 10	1	0	-2	-2.4	4	0.4	-0.2	-26	-0.2	12
> COc1ccc(NC(=O)CNS(=O)(=O)c2cccs2)cc1
 : -4	-12	0	x	-2.1	-7	-2.5	2.5	6	-1.6	12
> O=C(O)C1Nc2ccc(C(F)(F)F)cc2C2OCCC12 (stereo unspecified)
 : -4	-3	1	6	0.1	11	1.8	2.5	26	-0.5	-1
> CCN1CNC(=S)N(C(C)c2ccccc2)C1 (stereo unspecified)
 : -12	-1	5	4	-0.4	-8	0.4	3.6	-3	-2.5	2
> O=C(Cn1c(CO)nc2ccccc21)NCCc1ccccc1
 : -17	-13	-10	x	x	x	6.8	8.5	4	4.5	x

Whole records, quoted from the list. Screens in order: PKA-R1A act, PKA-R2B activ, Tat export inh, PfHsp90 set2, MOR-DOR ag, HTR5A inv ctr, AddAB inh, phage Ecoli inh, Mot1-301 SUMO, E coli growth, OPRM1-OPRD1 inv
COc1cccc(OC)c1OCCCCCCN1CCN(C)CC1 is listed as 10, 1, 0, -2, -2.4, 4, 0.4, -0.2, -26, -0.2, 12
O=C(Cn1c(CO)nc2ccccc21)NCCc1ccccc1 is listed as -17, -13, -10, x, x, x, 6.8, 8.5, 4, 4.5, x

Screens (PubChem BioAssay)
